# Compound activity from PubChem.
# MC4R barr agon – agonists of human melanocortin 4 receptor (MC4R) beta-arrestin | P32245 | U2OS MC4R beta-arrestin complementation, luminescence; percent of melanotan II response, DMSO zero | activation, % at 8.9 µM | 360,000 compounds, 0.98% hits | AID 540308;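 active = activation above a per-plate cutoff, the mean activation of sample wells on that plate plus 3 SD, cut at about 8% in these data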
# Target sequence (P32245 whole entry, looked up): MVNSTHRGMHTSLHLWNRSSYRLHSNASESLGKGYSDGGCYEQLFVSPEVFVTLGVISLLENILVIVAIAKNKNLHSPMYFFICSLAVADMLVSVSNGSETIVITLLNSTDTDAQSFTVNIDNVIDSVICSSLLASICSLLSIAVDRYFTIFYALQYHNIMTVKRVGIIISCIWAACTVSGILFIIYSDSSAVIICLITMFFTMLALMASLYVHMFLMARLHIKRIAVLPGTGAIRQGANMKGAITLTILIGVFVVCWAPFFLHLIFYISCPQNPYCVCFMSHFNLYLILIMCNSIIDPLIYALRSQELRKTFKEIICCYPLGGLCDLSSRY
# aDG glyco up – increases alpha dystroglycan glycosylation; Pro5-aDG cells, alpha-DG glycosylation AlphaScreen (IIH6); 0% Pro5, 100% B10-LARGE cell signal; activation, % at 10 µM; 360,000 compounds, 0.22% hits;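 active = activation of at least 8% versus controls, or a plate z-score of at least 8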;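 note: Pro5 are CHO cells carrying HIG-tagged alpha-DG that lacks glycosylation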
# MC4R antag cAMP – blocks human MC4R cAMP signaling; P32245; MC4R-expressing cells, MTII-stimulated cAMP, LANCE TR-FRET; inhibition, % at 6.5 µM; 360,000 compounds, 0.48% hits;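 active = inhibition above its plate's cutoff, the mean of tested wells on that plate plus 3 SD, cut at about 29% in these data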;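 note: 0% = Melanotan II alone and 100% = Melanotan II plus saturating MCL0020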
#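 Material – human MC4R-expressing U2OS cells · Repeats – no replicates · Detection – TR-FRET with Eu-cAMP and labeled anti-cAMP, 671 nm · Times – compound 30 min, challenge 1 h, detection 1 h · Compound – single nominal compound dose of 6.5 µM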
# PDI turbidity – blocks human protein disulfide isomerase activity; inhibition, % at 10 µM; P07237; PDI insulin aggregation turbidity, A650, 90 min; 350,000 compounds, 0.052% hits;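 active = mean inhibition across replicates of 30% or more, whatever share of single replicates reach that level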;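 note: absorbance from insulin aggregation driven by PDI reduction with DTT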
# m5-HT2A agonist – activates the mouse 5-HT2A serotonin receptor | P35363 | CHO-K1 mHTR2A beta-arrestin complementation, luminescence; percent of 30 µM serotonin response | activation, % at 7.6 µM | 360,000 compounds, 0.66% hits;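 active = activation above a run cutoff, the mean activation of all tested compounds plus 3 SD, cut at about 14% in these data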;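 note: 0% = plate median of compound wells and 100% = 30 µM serotonin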
# Target sequence (P35363 whole entry, looked up): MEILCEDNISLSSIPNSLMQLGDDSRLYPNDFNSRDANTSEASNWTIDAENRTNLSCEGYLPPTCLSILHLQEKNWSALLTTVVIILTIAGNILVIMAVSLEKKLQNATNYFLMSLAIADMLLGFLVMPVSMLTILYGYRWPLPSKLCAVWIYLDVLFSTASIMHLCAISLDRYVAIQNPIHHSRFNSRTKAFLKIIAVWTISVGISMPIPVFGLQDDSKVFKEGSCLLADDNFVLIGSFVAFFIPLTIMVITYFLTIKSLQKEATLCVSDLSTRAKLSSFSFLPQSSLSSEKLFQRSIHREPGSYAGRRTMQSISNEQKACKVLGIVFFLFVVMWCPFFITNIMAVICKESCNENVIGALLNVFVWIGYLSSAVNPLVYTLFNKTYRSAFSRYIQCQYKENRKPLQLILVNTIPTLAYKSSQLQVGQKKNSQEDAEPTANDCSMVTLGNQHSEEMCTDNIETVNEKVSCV
# ABCB6 inh 2 – blocks the human ABCB6 transporter. Q9NP58. K562-ABCB6 porphyrin accumulation, flow cytometry, 1 h; hits give low values. fluorescence ratio to DMSO, % at 10 µM. 360,000 compounds, 0.19% hits. AID 602162;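 active = fluorescence ratio to DMSO below 75%, the collection mean minus 3 SD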;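 note: signal is porphyrin accumulated inside mitochondria; 100% equals median channel fluorescence of DMSO control wells; lower ratio means ABCB6 inhibition with less porphyrin fluorescence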
# H9c2 protect – protects H9c2 cardiomyocytes from peroxide injury. H2O2 injury protection, ATPLite, 2 h. protection from H2O2 cell death, % at 20 µM. 360,000 compounds, 0.63% hits;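 active = compounds giving at least 50% protection of heart cells from peroxide-induced death in the single-dose screen, raw or plate-pattern-corrected value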;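 note: 0% = DMSO wells with peroxide and 100% = DMSO wells without peroxide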
# CaV13 ICDI inh – Primary screen for inhibitors of IQ motif and Ca2+-dependent inactivation inhibitor domain binding in CACNA1D, Förster resonance energy transfer in living cells, …. inhibition, % at 12.3 µM. HEK cells, CFP/YFP FRET ICDI-IQ, plate reader, 10 min; percent FRET-ratio fall versus neutral wells. 340,000 compounds, 0.098% hits;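 active = mean replicate inhibition of at least 30% and at least 1% of replicates passing that level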;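 note: 0% = median of the neutral control wells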
# N-glyco inh – N-linked glycosylation inhibition; reporter increase, % at 12.5 µM; D54 ERlucT glycosylation luciferase reporter, 24 h; percent of 100 nM tunicamycin response; 360,000 compounds, 0.23% hits;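 active = mean luciferase reporter signal, scaled so untreated is 0 and the glycosylation-blocking control 100, at or above a set limit in every replicate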;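 note: luciferase carries N-glycosylation sites so blocking glycosylation raises the light; 0% = median of neutral control wells and 100% = median of 100 nM tunicamycin wells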
# Vif inh – HIV Vif inhibition; 340,000 compounds, 0.35% hits; HEK293T cells, Vif self-association by quenched fluorescence, imaging, 24 h; inhibition, % at 7.49 µM; in the data active = inhibition above about 50%, passing the limit was not always enough; note: some results filed as inactive read as strong as hits
# * marks the source's active call; other numbers are inactive results; · = not tested or not shown.
structure | MC4R barr agon | aDG glyco up | MC4R antag cAMP | PDI turbidity | m5-HT2A agonist | ABCB6 inh 2 | H9c2 protect | CaV13 ICDI inh | N-glyco inh | Vif inh
CCOc1ccc(C2N(c3cc(C)on3)C(=O)C3CCCN32)cc1OC (configuration not stated) | -0.9 | -0.2 | -12 | -2 | -1 | 106 | 3 | -8 | 2 | 2
S=C(Nc1ccccc1Cl)N1CCN(c2ccccn2)CC1 | -0.4 | 0.2 | 12 | -5 | 8 | 101 | 4 | 2 | 0 | -1
CN1CCN(C(=O)c2cnn(-c3ccccc3)c2NC(=O)c2ccccc2F)CC1 | -0.9 | -0.3 | 0 | -7 | -2 | 98 | 15 | · | 1 | 11
Cn1c(/C(C#N)=C(\O)c2ccc(S(=O)(=O)N3CCCCC3)cc2)nc2ccccc21 | 3.6 | 0.1 | 13 | -9 | 2 | 95 | 11 | -4 | -5 | 1
Cc1cnc(NC(=O)CSc2nnc(-c3ccccc3)o2)s1 | -2.4 | -0.1 | 9 | -3 | -3 | 99 | 1 | -5 | -11 | -5
Clc1cccc(OCCCn2ccnc2)c1 | 0.7 | 0.1 | 7 | 3 | -2 | 96 | -2 | -2 | -1 | 11
CC1=Nc2ccccc2NC(=O)C1Sc1nnc(C)s1 (configuration not stated) | -0.8 | 0.3 | 12 | -9 | 6 | 96 | -6 | -4 | -4 | 5
O=C(CN1C(=O)C2CC=CCC2C1=O)Nc1nc(-c2ccc(F)cc2)cs1 (configuration not stated) | -0.4 | -0.1 | 23 | 12 | -9 | 93 | 58* | -5 | 1 | 11
O=C(NCC1CCCO1)c1cc([N+](=O)[O-])ccc1Cl (configuration not stated) | -1.7 | 0.0 | 9 | -3 | -2 | 102 | 2 | -5 | 2 | ·
CS(=O)(=O)N(CC(=O)N/N=C/c1ccc(OCC(=O)N2CCOCC2)cc1)c1ccccc1Cl | -1.6 | 0.0 | 6 | 6 | -6 | 92 | 1 | -3 | 1 | -2
COc1ccc(-c2csc(N3C(=O)C4C5c6ccccc6C(c6ccccc65)[C@@H]4C3=O)n2)cc1 (some centres not stated) | 0.2 | -0.1 | 4 | 14 | 2 | 96 | -6 | -5 | 1 | 15
Cc1cccc(N(CC(=O)NC(C)C)C(=O)c2ccc(N3CCCC3)nc2)c1 | -1.6 | -0.1 | 4 | 9 | -2 | 97 | -4 | -4 | -1 | 0
CCOc1ccc(/C=N/n2c(-c3ccccc3)n[nH]c2=S)cc1 | 1.0 | 0.0 | -6 | -3 | 9 | 98 | -3 | 2 | -2 | -3
COc1ccc(/C=N/n2cnc3c([nH]c4ccc(F)cc43)c2=O)cc1CN1CCCC1 | -0.8 | -0.2 | 3 | 0 | -2 | 98 | -7 | -3 | -8 | 0
Cc1noc(C)c1COc1ccccc1C(=O)Nc1cccc(S(=O)(=O)N(C)C)c1 | -0.2 | -0.4 | 16 | -1 | -1 | 97 | 5 | -6 | 2 | 5
Cc1cc(C)n2nc(C(=O)N/N=C/c3ccco3)nc2n1 | -1.3 | -0.2 | -8 | 4 | -5 | 101 | -8 | -5 | 0 | 12
Cn1c(-c2cccc(Br)c2)cnc1NCc1cccnc1 | -2.3 | 0.6 | -2 | -1 | -5 | 93 | 7 | -4 | 0 | 0
CCOC(=O)Cc1c(C)nc2c(-c3ccccc3)c[nH]n2c1=O | -0.2 | -0.4 | 4 | 6 | 0 | 91 | 13 | -1 | 3 | -2
O=C(NCCc1c[nH]c2ccccc12)C(=O)NCC1OCCCN1S(=O)(=O)c1cccs1 (configuration not stated) | -2.0 | 0.1 | 16 | 15 | 2 | 99 | 10 | -2 | 0 | -1
COc1ccc(C(=O)COC(=O)Cc2n[nH]c(=O)c3ccccc23)c(OC)c1 | -3.4 | 0.0 | 3 | 4 | -5 | 98 | 62* | -6 | -2 | -13
O=C(c1ccco1)N1CCN(C(=O)c2ccc(-c3cccc(C(F)(F)F)c3)o2)CC1 | -0.8 | 0.3 | 7 | -2 | 1 | 97 | -2 | -3 | -1 | -4
CC(=O)Nc1ccccc1C(=O)C(=O)Nc1ccc(F)cc1 | -1.4 | 0.0 | 8 | -22 | -2 | 104 | -1 | -4 | 3 | 12
CCOc1cc(C(=O)Nc2ccccc2F)cc(Br)c1OCC | 6.5 | 0.1 | 12 | -1 | 4 | 110 | 0 | 4 | -3 | -14
CSc1nc2ccccc2n1CC(=O)Nc1cc(C(F)(F)F)ccc1N1CCOCC1 | -0.6 | 0.6 | -1 | 3 | -1 | 94 | -1 | -4 | 2 | -6
COc1cc(C2C(C(=O)c3cc4ccccc4o3)=C(O)C(=O)N2c2cc(C)on2)cc(OC)c1OC (configuration not stated) | -2.8 | -0.1 | 19 | -7 | -5 | 98 | 1 | -6 | -1 | -2
CCCCn1c(N)c(N(CCOC)C(=O)COc2ccc(OCC)cc2)c(=O)[nH]c1=O | 1.9 | 0.0 | 0 | 1 | 1 | 100 | 4 | -6 | 4 | 1
CC(C)(C)C1CCC(OC(=O)c2cncc(Br)c2)CC1 (configuration not stated) | -2.0 | 0.5 | 9 | -2 | -4 | 101 | -5 | 8 | -10 | -3
CC(=O)c1sc(NC(=O)c2ccc(C)cc2)nc1C | 1.2 | -0.2 | 2 | -4 | 1 | 89 | -37 | -4 | -1 | -10
COc1ccc(C(=O)Nc2cc(Cl)ccc2-n2cncn2)c(OC)c1OC | -1.6 | 0.3 | 8 | 13 | -8 | 102 | 7 | -17 | 2 | 10
CCn1c(SCC(O)c2ccccc2)nnc1-c1ccccc1 (configuration not stated) | 4.7 | -0.1 | -3 | -3 | 2 | 102 | 2 | -4 | 0 | -1
Cc1ccc(S(=O)(=O)N2CCN(C)CC2)c(C)c1N(C)S(=O)(=O)c1ccc(Cl)cc1 | 1.2 | 0.3 | 3 | -2 | -5 | 91 | -8 | · | 1 | -5
O=C(CCc1nnc(CCc2ccccc2)o1)N1CCCCC1CCn1cccn1 (configuration not stated) | 2.4 | -0.1 | 12 | 18 | 1 | 98 | 13 | -5 | -3 | -20
Cc1cccc(N(CC(=O)NC2CCCC2)C(=O)CCC(=O)Nc2cc(C)on2)c1 | 0.0 | 0.0 | 9 | 4 | 2 | 99 | -1 | -4 | 0 | -7
Nc1ccc(C(=O)Nc2ccc(OC(F)(F)C(F)F)c(NC(=O)c3ccc(N)cc3)c2)cc1 | -1.2 | 3.1 | 2 | -5 | -8 | 102 | 24 | -5 | -2 | -5
CCc1nc(SCC(=O)Nc2ccc([N+](=O)[O-])cc2)n[nH]1 | -4.5 | 0.0 | -4 | -10 | 1 | 101 | -4 | -9 | 0 | 12
COc1cc(CNCC(C)C)c(Br)cc1OCC(=O)NCc1ccccc1 | -0.8 | 0.1 | 5 | -3 | -8 | 96 | 4 | -4 | -4 | -4
CCOc1ccc(/C=N/n2c(C)nnc2C)cc1OC | -0.2 | -0.4 | 2 | 2 | 0 | 99 | 2 | -4 | 1 | 9
Cc1cc(C)cc(-n2c(C)cc(/C=N\NC(=O)COc3cccc4cccnc34)c2C)c1 | 2.1 | -0.1 | -3 | 17 | 0 | 105 | -4 | -4 | -3 | -14
O=C(Cn1c(-c2ccccc2)noc1=O)N1CCC(Cc2ccccc2)CC1 | -1.8 | 0.4 | 1 | 1 | 1 | 87 | -8 | 0 | 0 | ·
Cc1ccc(C2CC(c3ccc(Cl)cc3)n3nc(N)nc3N2)cc1 (configuration not stated) | 3.1 | -0.2 | 2 | · | 6 | 104 | -6 | -3 | 1 | 9
Cc1cccc(N=C2NC(=O)/C(=C3/C(=O)N(C)c4ccccc43)S2)c1C | 1.3 | 0.2 | 11 | 2 | 0 | 149 | 14 | · | 0 | -6
CCN(CC)C(=O)C(C)N(C#N)c1nc(NC(C)C)nc(NC(C)C)n1 (configuration not stated) | -1.9 | 0.0 | 1 | 3 | 0 | 99 | 3 | -3 | 0 | -18
CCCCn1c(N)c(N(CC)C(=O)CSc2nnnn2-c2cc(C)ccc2C)c(=O)[nH]c1=O | -2.9 | -0.3 | 0 | 0 | -2 | 99 | 8 | -6 | -1 | 15
CCCCC1(C)NC(=S)N2N1C(=S)NC2(C)CCCC (configuration not stated) | -1.6 | -0.1 | 6 | 9 | -1 | 98 | 0 | -5 | 0 | -2
